# MKP-3 inhibition: MKP-3 phosphatase inhibitors, primary screen, biochemical, rat enzyme, in vitro (AID 425). recombinant MKP-3 phosphatase activity, fluorescence; higher % means a stronger effect. inhibition, % at 20 µM, or IC50 in µM where a hit was titrated. 110,000 compounds, 0.17% hits; in the data active = inhibition above about 50%;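 note: plate controls were vehicle for no effect and reference inhibitor for full effect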
# Hsp70 displacement: Hsp70 inhibitors, probe displacement, primary screen, biochemical, fluorescence polarization (AID 583). Heat shock 70 kDa protein 1A (Homo sapiens). Hsp70 fluorescence polarization probe displacement, mP; higher % means a stronger effect. one-dose displacement, % at 20 µM; IC50 in µM for titrated hits. 140,000 compounds, 0.06% hits; in the data active = displacement above about 50%;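 note: plate controls were vehicle for no effect and reference ligand for full effect; a part of the inactive calls stands beside numbers as strong as those of hits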
# An asterisk follows results filed as active; . = no result given; & = joins results of further samples. Not all compounds are listed; rates above refer to the full screens.
# The first five entries (preview)
SMILES | MKP-3 inhibition | Hsp70 displacement
CCn1c2ccccc2c2cc(CN3CCN(S(=O)(=O)c4ccccc4)CC3)ccc21 | 2% | 2.5%
CC1CCCN(C(=O)C(Cc2ccccc2)n2cccc2)C1 (stereo not given) | -6% | -2.3%
COc1ccc(S(=O)(=O)Nc2ccc(Cl)cn2)c(C)c1C | 0% | 1.2%
O=C(CN1CCCCC1)n1c2c(c3ccccc31)CCCC2 | 1% | -2.9%
Cc1ccc(C)c(N2CCN(C(=O)c3ccc(NS(=O)(=O)c4c(C)noc4C)cc3)CC2)c1 | -6% | 1.7%

# The listing (from the top)
SMILES | MKP-3 inhibition | Hsp70 displacement
CCn1c2ccccc2c2cc(CN3CCN(S(=O)(=O)c4ccccc4)CC3)ccc21 | 2% | 2.5%
CC1CCCN(C(=O)C(Cc2ccccc2)n2cccc2)C1 (stereo not given) | -6% | -2.3%
COc1ccc(S(=O)(=O)Nc2ccc(Cl)cn2)c(C)c1C | 0% | 1.2%
O=C(CN1CCCCC1)n1c2c(c3ccccc31)CCCC2 | 1% | -2.9%
Cc1ccc(C)c(N2CCN(C(=O)c3ccc(NS(=O)(=O)c4c(C)noc4C)cc3)CC2)c1 | -6% | 1.7%
Cc1ccc(/C=N/N2C(=O)c3ccccc3C2=O)s1 | -3% | 3.8%
CC1(C)Nc2ccccc2-c2c1sn(-c1cccc(Cl)c1)c2=S | 0% | -1.1%
CC(=O)c1ccc(OCC(O)Cn2nnc3ccccc32)cc1 (stereo not given) | -9% | -3.3%
CCOc1cc(S(=O)(=O)NCc2ccc3c(c2)OCO3)ccc1F | -8% | -6.4%
O=C(Oc1ccccc1C(=S)N1CCOCC1)c1ccc([N+](=O)[O-])cc1 | -1% | 4.5%
CC1CCN(S(=O)(=O)c2ccc3[nH]cc(C(=O)NCCN4CCOCC4)c(=O)c3c2)CC1 | 1% | 2.3%
COc1cc(/C=c2\sc3nc4ccccc4n3c2=O)cc(Cl)c1OCc1ccccc1F | 1% | -1.7%
CCOc1ccc(Cc2c(C)[nH]c3c(Br)cccc3c2=O)cc1 | 2% | -3.3%
O=C1Nc2ccccc2C12OCCCCO2 | -9% | -0.7%
O=C(c1nn2c(C(F)(F)F)cc(-c3cccs3)nc2c1Br)N1CCOCC1 | 1% | 4.4%
O=C(O)CCc1ccc(-c2ccc(Br)cc2)n1CC(=O)O | 9% | 1.3%
CCC(C(=O)N1CCN(c2ccccn2)CC1)n1nc(C)n2c(cc3occc32)c1=O (stereo not given) | 0% | -1.5%
Cc1ccc(-c2nnc(SCC#N)n2N)cc1 | -13% | 3.4%
c1coc(CNc2nc3nonc3nc2NCc2ccco2)c1 | -15% | 0.1%
CCOC(=O)c1cc(NC(=O)N2CCOCC2)c(C)nc1C | -3% | -3.4%
COc1cccc(C2CN(c3ccccc3)N=C2c2cccs2)c1OC (stereo not given) | -1% | -1.8%
CCC(=O)N(CCO)Cc1cc2ccc(C)c(C)c2[nH]c1=O | -6% | 4.2%
O=C(NC1CCCCC1)NC1CCN(CC(=O)N2CCOCC2)CC1 | -8% | 5.9%
Cc1cccc(C)c1OCC(=O)N1CC2(C)CC1CC(C)(C)C2 (stereo not given) | . | -4.7%
COc1ccc(S(=O)(=O)N2CCN(C3CCCC3)CC2)cc1 | 6% | 1.6%
CCCOc1ccc(-c2n[nH]c(=S)n2-c2ccccc2)cc1 | 0% | -3.0%
Nc1nc(-c2cccnc2)nn1C(=O)CCc1ccccc1 | . | 1.3%
CC(=O)c1ccc(NC(=S)NC(NC(=O)c2ccccc2Cl)C(Cl)(Cl)Cl)cc1 (stereo not given) | 3% | -2.2%
COc1cccc(-n2nc(C(=O)Nc3ccc4c(c3)OCO4)c3ccccc3c2=O)c1 | -1% | 2.8%
CCn1c(N)nc2c1c(=O)n(C)c(=O)n2C | -2% | 3.9%
CC1CCCC(C(=O)O)N1C(=O)CCSSCCC(=O)N1C(C)CCCC1C(=O)O (stereo not given) | . | -1.3%
CC(=O)N1CCC(=O)N1c1ccccc1 | 5% | -3.4%
CCCOC(=O)c1ccc(-c2c(C)noc2-c2ccc(OC)cc2O)o1 | -7% | 2.8%
O=C(/C=C/c1ccc2c(c1)OCO2)NCc1ccc(Cl)cc1Cl | 4% | -1.4%
COc1ccc2oc(=O)c(-c3csc(Nc4ccccc4C)n3)cc2c1 | 0% | -1.4%
CC(C)C(NC(=O)c1ccccc1Br)C(=O)O (stereo not given) | 3% | -3.2%
COc1ccc(-c2nnc(SCC(=O)NCc3cccs3)n2CC(C)C)cc1 | . | 6.8%
CCOC(=O)COc1ccccc1/C=N/NC(=O)COc1ccc(Br)cc1OC | -1% | -0.2%
O=C(NNC(=O)c1sc2ccccc2c1Cl)Nc1cccc(Cl)c1 | 1% | -1.6%
COc1ccccc1NC(=O)C1=C(C)Nc2nnnn2C1c1cccc(Br)c1 (stereo not given) | -1% | 2.5%
CN1CCc2c(C#N)c(N3CCCCC3)nc(N3CCOCC3)c2C1 | 1% | .
COc1cc(Cn2c(N)c(C#N)c3nc4ccccc4nc32)cc(OC)c1 | -1% | -2.7%
Cc1cc(C)n(-c2nc3sc4c(c3c3nnc(SCC(N)=O)n23)CC(C)(C)OC4)n1 | -5% | 2.6%
N#CCSc1nc2ccc(N3CCOCC3)cc2c(=O)n1CCc1ccccc1 | . | -1.4%
O=C1CC(c2ccccc2)CC2=C1C(c1ccccc1Cl)Nc1ccccc1N2 (stereo not given) | 3% | 0.5%
CC1(C)Cc2cccc(OCC(O)CNCc3ccccn3)c2O1 (stereo not given) | -2% | -7.2%
CCOc1ccc2nc(NC(=O)C3CCCN(S(=O)(=O)c4c(C)noc4C)C3)sc2c1 (stereo not given) | 0% | .
O=C(NCCCn1ccnc1)c1ccc(Cl)cc1 | 7% | -2.0%
O=C(N/N=C/c1ccco1)c1ccc(C(=O)N/N=C/c2ccco2)cc1 | 1% | 11%
COC(=O)/C=C(\C)NC(=O)c1ccccc1Cl | 8% | -3.3%
CC(C)(C)n1nnnc1C(c1cccnc1)N1CCN(C(=O)c2ccco2)CC1 (stereo not given) | -10% | 1.4%
O=C(Cn1nnc(-c2ccccc2F)n1)Nc1cccc2ncccc12 | -3% | 0.5%
Cc1csc(-c2cc3ccc(OCc4c(F)cccc4Cl)cc3oc2=O)n1 | 3% | -5.0%
COc1ccc(CCN2C(=O)CCC2(C)C(=O)NCc2cccnc2)cc1OC (stereo not given) | 1% | 2.2%
CCOC(=O)c1c(NC(=O)c2ccc(S(=O)(=O)N3CCCCC3)cc2)sc(C(C)=O)c1C | 2% | 3.7%
CCOC(=O)N1CCN(c2cc(=O)n(C3CCCCC3)c(=O)[nH]2)CC1 | -13% | 1.1%
CCCCn1c(SCc2nc3ccccc3s2)nc2cc(S(N)(=O)=O)ccc21 | . | -2.0%
O=[N+]([O-])c1ccc(Cl)c2ncccc12 | 1% | 3.7%
CCN(Cc1ccccc1)C(=O)C1CCN(Cc2ccc(OC)c(OC)c2OC)CC1 | 5% | 1.0%
COC(=O)C1=C(C)NC2=C(C(=O)CC(C)(C)C2)C1c1ccccc1 (stereo not given) | -1% | 2.2%

# Exported with two lines to a compound: four of the compounds above
# Results follow in this order: MKP-3 inhibition, Hsp70 displacement
- O=C(N/N=C/c1ccco1)c1ccc(C(=O)N/N=C/c2ccco2)cc1
  1%, 11%
- COC(=O)/C=C(\C)NC(=O)c1ccccc1Cl
  8%, -3.3%
- CC(C)(C)n1nnnc1C(c1cccnc1)N1CCN(C(=O)c2ccco2)CC1 (stereo not given)
  -10%, 1.4%
- O=C(Cn1nnc(-c2ccccc2F)n1)Nc1cccc2ncccc12
  -3%, 0.5%

# Further structures follow.
SMILES | MKP-3 inhibition | Hsp70 displacement
Cc1cc(OCCN2CCCC2)ccc1Cl | 0% | 4.6%
CCOc1ccc(OCC)c(NC(=O)C2CCN(c3ncccn3)CC2)c1 | -2% | -4.7%
CC(=O)NCCn1c(C)cc2ccccc21 | -7% | 2.5%
O=C(CN1C(=O)c2cccc3cccc1c23)Nc1ccc2c(c1)OCO2 | -11%&4% | -0.6%&-10%
CCC(=O)N1CCc2cc(Br)cc(S(=O)(=O)CC(=O)OC)c21 | -3% | 2.0%
CCN(CC)C(=O)C(=O)NNC(=O)COc1ccc(Cl)cc1 | 1% | -2.8%
Cc1cccc(Nc2ccc([N+](=O)[O-])c3nonc23)c1 | 0% | -16%
Cc1ccc(C(=O)Nc2cccnc2)o1 | 0% | 4.6%
CC1CC(C)CN(c2nc3c(c(=O)[nH]c(=O)n3C)n2CCSc2nc3ccccc3o2)C1 (stereo not given) | 0% | -1.9%
COc1ccc(N(Cc2ccccc2)C(=O)CSc2nnc(Cn3nnc4ccccc43)o2)cc1 | . | -2.0%
CC(=O)Nc1ccc(-c2nnc(SCc3c(C)cc(C)cc3C)n2C)cc1 | . | -1.9%
Cc1cc2nc3s/c(=C\c4ccc(-c5ccc(Cl)c([N+](=O)[O-])c5)o4)c(=O)n3c2cc1C | 2% | 1.5%
CN1CCN(c2nc(C(N)=O)cc(-c3ccccc3)n2)CC1 | 9% | -1.3%
Cc1ccccc1OCc1nnc(SCC(=O)Nc2ccc3c(c2)oc2ccccc23)n1C | 2% | -3.0%
CCOc1ccccc1C1C(C(N)=O)=C(C)Nc2nc(-c3ccccc3Cl)nn21 (stereo not given) | -4% | 2.5%
COc1ccc(C(=O)Nc2ccc(-c3ccc(NC(=O)c4ccc(OC)cc4)c(OC)c3)cc2OC)cc1 | -2% | -4.5%
Cc1ccnc(NC(=O)Nc2ccc(F)cc2)c1 | 2% | .
O=C(Nc1ccc(N2CCN(Cc3ccccc3)CC2)cc1)c1cccnc1 | -10% | -1.9%
CCN1C(=O)C2C(C1=O)N1C(c3ccccc3)C3C(=O)N(CC)C(=O)C3N1C2c1ccccc1 (stereo not given) | . | 0.9%
CCc1ccc2oc(-c3cccc(N)c3)nc2c1 | . | 2.8%
COc1ccc(C2N(c3cc(Cl)ccc3OC)C(=O)C3CCCN32)cc1 (stereo not given) | -4% | -1.8%
c1coc(CNc2ncnc3sc4c(c23)CCCCC4)c1 | 0% | -3.4%
Cc1ccc(CCNc2ccccc2)c[n+]1[O-] | -8% | 0.8%
Cc1nc2cc(O)ccc2n1C | -11% | -3.4%
O=C(CCCOc1ccccc1)Nc1ccc(Cl)cc1 | 4% | -2.3%
O=C(NCCNc1ccc(Cl)cc1[N+](=O)[O-])c1cc2ccccc2o1 | 4% | -3.7%
COc1ccc(Cl)cc1NC(=O)C1=C(C)NC(=S)NC1c1ccccc1Cl (stereo not given) | -4% | -3.1%
O=c1cc(O)sc2ccccc12 | -8% | 4.4%
Cc1nc(SCC(=O)NCc2ccco2)c2c3c(sc2n1)CCCC3 | -2% | -0.4%
O=c1nc(-c2ccccc2)cc(-c2ccccc2)[nH]1 | -4% | 4.2%
Cc1nn(-c2ccccc2)c(Cl)c1C(=O)OC(C)C(=O)Nc1ccc2c(c1)OCO2 (stereo not given) | . | 1.0%
COc1ccc(-n2nc(C(=O)NCC(=O)NCc3ccco3)c3ccccc3c2=O)cc1 | -7% | -3.3%
CC(=O)Nc1ccc(C(=O)NCc2ccco2)cc1 | 4% | 0.3%
CC1(C)Cc2c(C#N)c(NCCCO)nc(-c3ccccc3)c2CO1 | -5% | -3.4%
NC(=O)CSc1nnnn1-c1ccc2c(c1)OCCO2 | . | 5.4%
CN(C)CCN1C(=O)C(O)=C(C(=O)c2cc3ccccc3o2)C1c1ccccn1 (stereo not given) | . | -0.2%
CCN(CC)S(=O)(=O)c1ccc(S(=O)(=O)Nc2ccc3c(c2)oc2ccccc23)cc1 | . | 4.9%
COC(=O)c1ccccc1NC(=O)C(C)NS(=O)(=O)c1ccc(OC)cc1 (stereo not given) | 0% | 2.5%
Cc1ccc(S(=O)(=O)NCCCOC(=O)Nc2ccncc2)cc1 | 0% | 1.4%
COc1cc(NS(=O)(=O)c2ccc([N+](=O)[O-])cc2)c(OC)cc1Br | 2% | 1.5%
Cc1ccc(-n2c(C)cc(/C=N/NC(=O)CN3CCOCC3)c2C)cc1C | 5% | 0.2%
CCc1c(C)sc(NC(=O)c2c(-c3ccccc3)noc2C)c1C(N)=O | 2% | -0.1%
CCOC(=O)C1NC(=O)CC1c1ccccc1 (stereo not given) | . | -3.6%
O=C(Nc1nc(-c2ccc(S(=O)(=O)N3CCCCCC3)cc2)cs1)c1cccs1 | 1% | -5.7%
CCCCOC(=O)CCn1c(=S)oc2ccccc21 | 5% | -1.8%
O=C(CN1CCN(c2ccccn2)CC1)NC1CCCCC1 | . | 0.2%
Cc1occc1C(=O)NC1CCCCCC1 | -10%&-3% | 6.8%&3.8%
NS(=O)(=O)c1ccc(N/C=C\C(=O)c2ccc3c(c2)OCO3)cc1 | -1% | 1.4%
COc1ccccc1NC(=O)CSc1cc(Cl)ccc1Cl | 4% | -0.8%
CC1(C(=O)O)Sc2[nH]c(=O)sc2C2c3ccccc3OC(=O)C21 (stereo not given) | 2% | -2.5%
O=C(Nc1cc(-c2nc3ccccc3s2)ccc1Cl)c1ccc([N+](=O)[O-])cc1 | 4% | -5.6%
O=C(COc1ccccc1Cl)NCCCN1CCOCC1 | -6%&2% | 6.4%&0.0%
CC1Cc2ccccc2N1c1ncnc2c1nnn2Cc1ccccc1 (stereo not given) | -4% | 4.8%
O=C(OCC(=O)c1ccc[nH]1)c1ccc(S(=O)(=O)N2CCCCCC2)cc1 | . | -0.5%
CCOC(=O)c1ccccc1N/C=C1\CCCC1=O | -1% | 1.4%
Cc1c(Cl)cccc1Nc1nc(N)nc(CSc2ncccn2)n1 | -4% | .
CCCCCn1c(=NC(C)=O)c(C#N)cc2c(=O)n3cccc(C)c3nc21 | -16% | -4.6%
